FXIa inh: factor XIa (human) inhibition; purified FXIa, Boc-Glu-Ala-Arg-AMC fluorogenic substrate; inhibition, % at 5 µM; hit rate 0.14% among 220,000;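 active means inhibition of at least 40%; inactive means inhibition below 40%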;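 further: fluorescence of freed AMC excited at 355 nm; 0% = enzyme without compound and 100% = no enzyme blank; many of its hits are not listed in these tables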
TNF necrop inh: TNF-alpha cell death inhibition in Jurkat FADD-/- cells; Jurkat FADD-/- TNF necroptosis rescue, ATP luminescence, 24 h; 0 = TNF only, 100 = no-TNF cells; activation (protection from cell death), % at 10 µM; hit rate 0.068% among 220,000; AID 463075;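 active means activation, meaning protection from cell death, of at least 50% relative to plate controls; inactive means activation below 50%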;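 further: necroptosis triggered by 40 ng/mL TNF-alpha added together with compound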
KLK5 inh: blocks human kallikrein 5 protease activity; Q9Y337; hit rate 0.59% among 210,000; AID 873; recombinant hK5, fluorogenic AMC substrate cleavage; inhibition, % at 5 µM;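 active means inhibition of 40% or more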;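 further: 0% = enzyme controls without compound and 100% = no-enzyme blanks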
Thrombin inh: blocks human thrombin protease activity; hit rate 0.26% among 220,000; AID 1046; alpha-thrombin, Boc-VPR-AMC fluorogenic substrate cleavage; inhibition, % at 5 µM;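 active means inhibition at or above 40%; inactive means inhibition below 40%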;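 further: 0% = enzyme with no compound and 100% = wells without enzyme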
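System: human alpha-thrombin protein; Compound dosing: one concentration per compound, 5 µM, with 0.2% DMSO; Timing: reaction at room temperature; Technique: AMC fluorescence, 355/460 nm; Controls: enzyme without compound as high, wells lacking enzyme as low.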
Rad51 HR inh: blocks human Rad51 in homologous recombination | AID 1385 | hit rate 0.085% among 200,000 | inhibition, % at 10 µM | hRad51 DNA strand exchange, fluorescence dequenching | Q06609;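 active means inhibition above 40% at the single screening dose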;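 further: 0% = DMSO control wells and 100% = blanks with heterologous ssDNA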
Target sequence (Q06609 whole entry, looked up): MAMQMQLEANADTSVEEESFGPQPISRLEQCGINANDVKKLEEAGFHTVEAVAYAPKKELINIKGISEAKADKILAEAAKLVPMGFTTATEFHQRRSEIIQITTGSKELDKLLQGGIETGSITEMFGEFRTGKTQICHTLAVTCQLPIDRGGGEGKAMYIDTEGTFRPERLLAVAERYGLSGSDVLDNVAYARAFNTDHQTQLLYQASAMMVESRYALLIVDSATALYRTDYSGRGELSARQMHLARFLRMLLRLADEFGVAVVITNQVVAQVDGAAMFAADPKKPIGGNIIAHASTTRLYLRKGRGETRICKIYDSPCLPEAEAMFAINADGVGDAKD
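Material: Human Rad51 nucleoprotein filaments preassembled on unlabelled ssDNA | Also added: Labelled 47-mer dsDNA for strand exchange | Dosing: Single dose, 10 µM final compound | Schedule: 30-min compound preincubation and 15-min exchange, both room temperature | Technique: Fluorescence dequenching at 485/520 nm | Measure: Percent inhibition relative to plate controls and blanks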
zVAD death inh: L929 zVAD cell death inhibition; L929 zVAD necroptosis rescue, ATP luminescence, 24 h; with zVAD 60 µM; viability rescue, % at 10 µM; hit rate 0.38% among 220,000;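 active means activation, scaled between plate controls, above about 75%, limit read from the data; inactive means activation under that limit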;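 further: 0% = zVAD with DMSO and 100% = DMSO alone without zVAD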
Cl transport mod: KCC2 (human) Cl- transport modulation; Q9H2X9; KCC2 cells, thallium flux FluoZin-2 fluorescence; B-score of Tl+ flux slope (higher = more flux/activation; lower = inhibition) at 10 µM; hit rate 2.2% among 190,000; AID 1456;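 active means thallium flux slope and its plate-corrected score both differing from the plate sample mean at a set confidence after two filtering rounds, in either direction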;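 further: slope of fluorescence scaled to starting intensity during 10 to 20 s after thallium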
Hck-Nef inh: blocks Nef-activated human Hck kinase; AID 463187; hit rate 0.68% among 220,000; P08631; inhibition, % at 20 µM; Recombinant Hck-YEEI plus Nef, Z-Lyte FRET kinase assay;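 active means Hck-Nef kinase inhibition above about 50%, limit read from the data; inactive means inhibition below that limit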;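 further: 0% = DMSO with Hck plus Nef and 100% = Hck alone without Nef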
Target sequence (P08631 whole entry, looked up): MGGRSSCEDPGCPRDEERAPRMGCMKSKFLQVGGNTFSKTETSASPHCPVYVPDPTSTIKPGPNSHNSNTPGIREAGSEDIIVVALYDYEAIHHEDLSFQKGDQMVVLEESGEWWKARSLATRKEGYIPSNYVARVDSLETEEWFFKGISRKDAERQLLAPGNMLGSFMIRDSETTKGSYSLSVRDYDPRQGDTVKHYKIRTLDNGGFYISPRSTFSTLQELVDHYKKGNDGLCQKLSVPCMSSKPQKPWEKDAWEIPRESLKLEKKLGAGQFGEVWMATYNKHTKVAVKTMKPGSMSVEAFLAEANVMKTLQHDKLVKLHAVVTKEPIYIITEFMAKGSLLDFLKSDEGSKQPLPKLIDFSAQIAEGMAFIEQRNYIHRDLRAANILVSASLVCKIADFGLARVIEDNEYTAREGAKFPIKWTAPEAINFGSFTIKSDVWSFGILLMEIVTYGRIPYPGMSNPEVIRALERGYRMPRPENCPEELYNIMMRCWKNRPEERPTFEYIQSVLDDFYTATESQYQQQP
FXIIa inh 1536: factor XIIa (human) inhibition; inhibition, % at 5 µM; hit rate 0.3% among 220,000; AID 800; P00748; purified FXIIa, Boc-QGR-AMC fluorogenic substrate, 2 h; in the data active means inhibition above about 40%;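 further: 0% = enzyme with no compound and 100% = blank without enzyme; many of its hits are not listed in these tables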
Starred values were filed as active, the others as inactive; . = no result given. This is a subset; count on the stated rates, not on these rows.

SMILES	FXIa inh	TNF necrop inh	KLK5 inh	Thrombin inh	Rad51 HR inh	zVAD death inh	Cl transport mod	Hck-Nef inh	FXIIa inh 1536
CN(c1ccccc1)S(=O)(=O)c1ccc(NC(=S)NC(=O)C2CC2)cc1	2	3.6	-11	-3	2	0.8	-0.58	0	1
CC(=O)Nc1cc(S(=O)(=O)Nc2ccccc2C)c(C)cc1C	18	-2.9	2	2	6	0.1	.	-2	24
Cc1cc(NC(=O)c2cc3nc(C4CC4)cc(C(F)(F)F)n3n2)no1	-3	-0.7	6	-3	4	-0.1	0.21	2	14
O=C(NCCO)C(=O)c1c(-c2ccc(Cl)cc2)cc2ccccn12	6	-1.0	20	15	-7	-0.5	-0.13	13	16
Nc1nncn1C(=O)CCCOc1ccc(Cl)cc1Cl	0	1.6	-11	-1	-1	-0.8	-1.5	2	3
Cc1cc(N)n2ncc(-c3cccc(Br)c3)c2n1	-7	-4.4	-5	1	-2	13	.	16	3
CSc1ncccc1C(=O)OCc1ccccc1Cl	0	-0.7	-3	-1	10	1.2	0.0091	18	9
CCN(CC)S(=O)(=O)c1ccc(N(C)C)c(NC(=O)CC(NC(C)=O)c2ccccc2)c1 (stereo unspecified)	-1	-0.2	3	-3	5	0.6	0.54	11	3
O=C(Nc1ccc(N2CCCC2)c(Cl)c1)c1ccco1	5	-1.5	-5	2	9	7.8	-0.85	-6	14
COCC1CCN(Cc2nc(COc3ccccc3)no2)C1 (stereo unspecified)	-3	1.6	-2	-7	0	7.7	-0.15	22	3
c1ccc2oc(-c3ccc(Nc4nc(N5CCCC5)nc(N5CCOCC5)n4)cc3)nc2c1	-4	2.1	.	-8	22	0.2	0.28	3	0
O=C(O)Cn1cc(/C=N/NC(=O)c2cc3cc(Br)ccc3o2)c2ccccc21	7	3.1	10	2	.	0.4	0.37	14	16
Cc1noc(C)c1S(=O)(=O)N(CC(=O)O)c1ccc2c(c1)OCO2	2	0.5	1	-15	-2	0.0	0.071	-1	-9
COC(=O)/N=C/c1c(NCc2ccccc2)nc2c(C)cccn2c1=O	2	-6.2	3	-8	-1	-0.3	.	26	5
COc1ccc(Cn2c(C(F)(F)F)ccc(C(N)=O)c2=O)cc1	0	0.0	1	-1	.	1.0	-0.28	17	8
CC(=O)Nc1scc(C)c1-c1nc2ccccc2s1	5	-4.4	1	-2	20	2.2	0.2	10	13
Cc1ccc(SCCCn2cncn2)cc1	-11	-1.6	-6	-9	5	-0.2	.	-1	-22
CC(C)C(C)NC(=O)COc1ccc([N+](=O)[O-])cc1Cl (stereo unspecified)	23	-0.6	-8	3	.	.	-0.27	-3	32
COc1cc(OC)cc(C(=O)NCCNC(=O)c2ccco2)c1	0	-1.7	-8	-8	-7	-1.0	0.031	1	9
CCOC(=O)C1=C(C)N=C2SCCC(=O)N2C1c1sccc1C (stereo unspecified)	-8	-0.7	3	8	-5	-0.6	.	4	23
CCN1C(=O)/C(=C/c2cccs2)SC1=Nc1ccc(OC)cc1	4	0.2	1	3	-4	-0.6	1.6	-2	16
Cc1c(Cl)cccc1NC(=S)N1CCc2ccccc2C1	-2	1.2	.	-3	.	0.2	0.61	4	3
CNc1c(N)c(=O)oc2ccccc12	-4	0.2	-24	0	3	0.7	0.62	2	20
O=C1c2cnc3ncnn3c2CC2c3ccccc3CCN12 (stereo unspecified)	-6	0.3	-10	-29	-15	1.3	.	32	-1
Cc1nc2ccccc2c(=O)n1NS(C)(=O)=O	16	-0.2	-13	-3	-2	0.0	0.95	-1	25
O=C(NCC1CCCO1)c1cccc(N2C(=O)C3C4C=CC(C4)C3C2=O)c1 (stereo unspecified)	8	-1.4	-9	0	3	0.0	0.023	-1	16
CC(NS(=O)(=O)c1ccc(F)cc1)C(=O)NCc1ccncc1 (stereo unspecified)	3	-0.4	-10	3	-1	0.0	0.57	0	18
CCN1CCN(C(=S)c2ccc(Cl)c(Cl)c2)CC1	0	0.7	-11	1	6	-0.6	1	2	10
CC/C(=N\NC(=O)c1ccc(N(C)C)cc1)c1ccccc1	6	-0.2	-17	-2	16	1.8	-0.33	4	18
Brc1cccc(-c2cnco2)c1	4	-1.6	.	4	12	0.4	0.095	7	13

Reformatted: two of the compounds above.
Compound | FXIa inh | TNF necrop inh | KLK5 inh | Thrombin inh | Rad51 HR inh | zVAD death inh | Cl transport mod | Hck-Nef inh | FXIIa inh 1536
CCN1C(=O)/C(=C/c2cccs2)SC1=Nc1ccc(OC)cc1 | 4 | 0.2 | 1 | 3 | -4 | -0.6 | 1.6 | -2 | 16
Cc1c(Cl)cccc1NC(=S)N1CCc2ccccc2C1 | -2 | 1.2 | . | -3 | . | 0.2 | 0.61 | 4 | 3

Of the compounds above, these have a Cl atom.
SMILES	FXIa inh	TNF necrop inh	KLK5 inh	Thrombin inh	Rad51 HR inh	zVAD death inh	Cl transport mod	Hck-Nef inh	FXIIa inh 1536
O=C(NCCO)C(=O)c1c(-c2ccc(Cl)cc2)cc2ccccn12	6	-1.0	20	15	-7	-0.5	-0.13	13	16
Nc1nncn1C(=O)CCCOc1ccc(Cl)cc1Cl	0	1.6	-11	-1	-1	-0.8	-1.5	2	3
CSc1ncccc1C(=O)OCc1ccccc1Cl	0	-0.7	-3	-1	10	1.2	0.0091	18	9
O=C(Nc1ccc(N2CCCC2)c(Cl)c1)c1ccco1	5	-1.5	-5	2	9	7.8	-0.85	-6	14
CC(C)C(C)NC(=O)COc1ccc([N+](=O)[O-])cc1Cl (stereo unspecified)	23	-0.6	-8	3	.	.	-0.27	-3	32
Cc1c(Cl)cccc1NC(=S)N1CCc2ccccc2C1	-2	1.2	.	-3	.	0.2	0.61	4	3
CCN1CCN(C(=S)c2ccc(Cl)c(Cl)c2)CC1	0	0.7	-11	1	6	-0.6	1	2	10

Continuation.
SMILES	FXIa inh	TNF necrop inh	KLK5 inh	Thrombin inh	Rad51 HR inh	zVAD death inh	Cl transport mod	Hck-Nef inh	FXIIa inh 1536
Cc1cccc(C(=O)NC(=S)Nc2ccc(Cc3ccncc3)cc2)c1	6	-4.7	-5	5	-4	0.7	0.52	15	16
CCOc1ccc(-n2c(C)nc3cc(C(=O)NCCCN4CCOCC4)ccc32)cc1	20	-0.2	-36	-10	-7	2.2	.	7	19
CC(C)CCCCCCNC(=S)Nc1ccc(S(=O)(=O)N2CCOCC2)cc1	10	2.5	-8	-4	-11	-0.1	0.95	4	23
CCN(CC)S(=O)(=O)c1ccc(OC)c(NS(=O)(=O)c2cccc(C(=O)O)c2)c1	-2	0.1	-4	-4	7	0.0	0.74	0	0
O=C(CSc1nc2ccccc2[nH]1)Nc1cc(C(F)(F)F)ccc1N1CCOCC1	4	-2.2	-2	4	-7	-0.5	-0.051	6	14
CCOC(=O)/C(C#N)=C1/SC(C)C(=O)N1c1ccc(Br)cc1 (stereo unspecified)	3	-0.8	8	-6	8	-0.1	-0.86	1	6
Cc1cccc(NC(=O)NNC(=O)COc2ccc(Cl)cc2)c1	-10	-0.6	-28	-3	6	3.5	-0.18	-6	-10
Cc1nn(C)c(Oc2ccc(Cl)cc2)c1C(=O)O	3	-2.3	-8	1	1	-0.2	.	2	12
O=C(Cc1cccs1)N1CCN(c2ccc([N+](=O)[O-])cc2)CC1	4	1.5	1	4	8	1.0	-0.55	24	8
CC(C)(C)c1cc(C(C)(C)C)n(-c2ccccc2)n1	5	48	-8	2	.	0.1	0.33	-24	14
O=C(OCc1c(Cl)cccc1Cl)c1ccncc1	1	0.2	-10	-15	-10	0.6	0.14	2	7
NNc1ccc(Cc2ccc(Cl)cc2Cl)nn1	-5	-1.4	-6	-8	2	56	-0.49	17	1
CN(C)S(=O)(=O)c1ccc(C(=O)Nc2cc(S(=O)(=O)Nc3ccccc3Cl)ccc2N2CCCCC2)cc1	6	1.8	-9	-3	.	-0.1	-0.026	-30	10
CCOC(=O)c1[nH]c2ccc(OC)cc2c1NC(=O)c1cccc(OC)c1	-10	-3.9	1	-4	-4	0.1	-0.13	1	-7
CC(=O)c1sc2nc(C)cc(C)c2c1N	0	-3.0	-39	-8	-5	0.1	.	20	15
O=C1OCC(Cn2c3ccccc3c3ccccc32)O1 (stereo unspecified)	-6	-1.5	-5	-9	-3	0.3	0.67	2	-6
COC(=O)c1ccc(NC(=O)CN(Cc2ccc(Cl)cc2)S(C)(=O)=O)cc1	-1	4.9	8	-4	3	-0.3	-0.17	-12	8
O=C(NC1(C(F)(F)F)OCCO1)c1ccc(F)cc1	2	0.3	0	-5	-5	1.6	0.96	26	8
COc1ccc(C(=O)C2CCCN(C(=O)c3noc4c3CCCC4)C2)c(C)c1 (stereo unspecified)	-4	0.3	.	-4	-14	0.3	.	2	4
CCCc1nc2oc3cc(OC)ccc3c(=O)c2c(=O)n1CCc1ccccc1	7	-1.2	5	1	.	1.4	-0.14	-8	13
CCn1cnc2cc(NCc3ccc(N(C)C)cc3)ccc21	15	-12	-15	7	10	-0.1	-0.64	14	7
O=C(OCCN1C(=O)c2ccccc2C1=O)c1ccccc1	-3	0.6	-1	-2	1	1.4	-0.053	23	9
COc1ccc(Br)cc1S(=O)(=O)n1ccnc1C	-8	-3.0	-3	-2	-4	0.1	-0.37	1	2
O=C1CN(C(=O)COC(=O)c2cccnc2Cl)c2ccccc2N1	-4	0.8	7	-3	1	0.4	.	24	3
Cc1nc2ccc(C(=O)O)cc2[nH]1	5	0.9	-22	4	-6	0.6	-0.7	3	22
Cn1nc(-c2ccccc2)c(CSc2ccccc2)c1Cl	-3	-2.3	-5	-2	7	-0.6	-0.15	-19	-1
CCOC(=O)C1CCCN(C(=O)c2ccc(CS(=O)(=O)c3ccc(C)cc3)o2)C1 (stereo unspecified)	6	-1.4	-7	-2	-2	-0.8	-0.061	1	22
CCOc1c(Cl)cc(C2NC(=O)NC(C)=C2C(=O)NCc2ccccc2)cc1OC (stereo unspecified)	-4	0.9	-1	3	-3	-0.1	.	-2	12
COCC(C)NC(=O)c1ccc(Cl)c(Cl)c1 (stereo unspecified)	6	-0.2	-15	2	11	0.7	0.037	-7	6
CSC(=NC#N)N1CCN(c2ccc(Cl)cc2)CC1	-1	-4.9	-15	2	0	-0.5	-1.3	1	6
O=C1CC(c2ccccc2)C(C(=O)Nc2ccccc2F)N1 (stereo unspecified)	5	21	-6	4	.	.	0.051	-6	13
CCOC(=O)NC(=O)/C(C#N)=C\c1ccccc1	-9	0.6	-3	-27	0	-0.2	1	12	7
CC(=O)Nc1cc(NC(C)=O)ncn1	-5	-8.6	-8	-2	5	-0.6	-0.48	9	1
C#CCOCCOCCOCCNc1nc(N2CCN(C(=O)C([C@@H](C)CC)n3cc(C(N)CO)nn3)CC2)nc(N2CCN(C(=O)[C@H](CCC(=O)O)n3cc(C(N)[C@H](C)CC)nn3)CC2)n1 (stereo partly specified)	-5	-0.1	2	-4	-10	0.8	-0.37	9	8

From PubChem BioAssay
